# From PubChem
# LYP inhibition: inhibitors of LYP phosphatase, biochemical, fluorescence intensity, uHTS (AID 1779). recombinant LYP phosphatase, fluorescence intensity; higher % means a stronger effect. inhibition, % at 11.5 µM; hits with a dose series show IC50 in µM. 0.054% of 290,000 active; in the data active means inhibition above about 50%;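 further: plate controls were vehicle with enzyme for no effect and no enzyme for full effect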
# NTR1 ag: agonists of NTR1, primary screen, imaging, U2OS cells, beta-arrestin-GFP, high content (AID 493036) | NTR1-U2OS beta-arrestin-GFP spot imaging, agonist mode | activation, % at 20 µM | 0.17% of 330,000 active | P30989;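 active means activation at or above 40% of the spot to cytoplasm intensity ratio, with at least 20 cells analyzed; inconclusive means wells under 20 cells, flagged as cytotoxic or low count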;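 further: 0% = DMSO without peptide and 100% = 100 nM NTR1 peptide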
# Target sequence (P30989 whole entry, looked up): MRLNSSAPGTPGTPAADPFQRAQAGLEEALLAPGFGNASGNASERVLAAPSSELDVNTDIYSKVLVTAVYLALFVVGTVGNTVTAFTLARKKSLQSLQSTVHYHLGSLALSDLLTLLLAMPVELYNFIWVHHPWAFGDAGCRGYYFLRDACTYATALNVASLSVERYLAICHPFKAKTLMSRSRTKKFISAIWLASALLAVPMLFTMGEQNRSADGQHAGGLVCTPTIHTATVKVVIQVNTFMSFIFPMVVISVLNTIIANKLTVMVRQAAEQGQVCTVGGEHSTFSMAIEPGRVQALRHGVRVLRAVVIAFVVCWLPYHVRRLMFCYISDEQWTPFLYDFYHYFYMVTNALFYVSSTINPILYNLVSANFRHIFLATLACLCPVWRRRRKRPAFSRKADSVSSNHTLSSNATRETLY
# Rac1 GTP hydrolysis: MgcRacGAP GTPase-activating activity inhibitors, confirmation, biochemical, ADP Hunter fluorescence. AID 624330. 0.6% of 340,000 active. one-dose inhibition, % at 30 µM; IC50 in µM for titrated hits. MgcRacGAP-stimulated Rac1 GTP hydrolysis, ADP Hunter fluorescence; higher % means a stronger effect; GST-tagged Rac1 F28L mutant substrate;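 active means first-screen hits whose inhibition reached a set limit at any dose in the follow-up dose series; inconclusive means inhibition above the set first-screen limit but never retested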;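 further: fluorescence reports GDP produced by GAP-driven GTP hydrolysis; strong numbers were not always called active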
# GPR55 LPI antagonism: inhibition of LPI-stimulated GPR55 beta-arrestin translocation – imaging, U2OS, beta-arrestin-GFP, LPI agonist, primary screen (AID 2013). U2OS GPR55 beta-arrestin-GFP translocation imaging, LPI antagonism; higher % means a stronger effect. inhibition, % at 10 µM; hits with a dose series show IC50 in µM. 0.13% of 290,000 active;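 active means spots per cell inhibited over 60%, with over 100 cells counted and total cytoplasm intensity under 500,000; inconclusive means wells with under 100 cells, flagged as likely toxic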;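 further: U2OS cells stably carrying GPR55 and arrestin-GFP stimulated by 5 µM LPI near EC80; imaged beta-arrestin-GFP aggregate spots per cell after agonist stimulation; plate controls were LPI-stimulated DMSO wells for no effect and DMSO wells without LPI for full effect; some results filed as inactive read as strong as hits; confirmed hits need IC50 under 10 µM and bright autofluorescent wells are also inconclusive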
# GPR55 beta-arrestin: selective activators of receptor GPR55 – imaging, U2OS cells, beta-arrestin-GFP redistribution, primary screen (AID 1961); U2OS GPR55 beta-arrestin-GFP redistribution imaging; higher % means a stronger effect; activation, % at 10 µM; hits with a dose series show EC50 in µM; 0.048% of 290,000 active;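 active means activation above 40% with more than 50 cells counted in the well; inconclusive means wells holding fewer than 50 cells, flagged as toxic or sparse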;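 further: U2OS osteosarcoma cells stably expressing GPR55 and beta-arrestin-GFP; plate controls were DMSO negative control for no effect and LPI positive control for full effect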
# GPR35 arrestin U2OS: GPR35 antagonists blocking zaprinast-driven arrestin recruitment, primary screen, imaging, U2OS, beta-arrestin-GFP, zaprinast agonist (AID 2058). U2OS GPR35 beta-arrestin-GFP translocation imaging, zaprinast antagonism; higher % means a stronger effect. inhibition, % at 10 µM, or IC50 in µM where a hit was titrated. 0.052% of 290,000 active;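 active means inhibition of at least 50% with at least 30 cells and total cytoplasm GFP at most 10,000,000; inconclusive means under 30 cells or total GFP of 10,000,000 plus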
# Large T inhibition: SV40 large T antigen inhibitors, biochemical (AID 1903). 0.39% of 310,000 active. SV40 large T antigen ATPase/helicase inhibition assay; higher % means a stronger effect. one-dose inhibition, % at 20 µM; IC50 in µM for titrated hits; in the data active means a potency from the dose series; inconclusive means inhibition mostly from about 32% at the one dose, without a potency; inactive means the rest, 99 in 100 with inhibition below about 32%; further: strong numbers were not always called active
# T cell modulator: T cell immune modulators affecting CD8 T cell-vesicle binding; AID 2052; 2C CD8+ T cell-vesicle binding, flow cytometry; active compounds read low; calls only at 7 µM; 0.068% of 330,000 active;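 active means response, share of CD8 T cells binding vesicles, and their 90th percentile fluorescence all below set limits, cut at about 80% in these data, passing the limit was not always enough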
#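 Assay system: 2C TCR transgenic mouse naive CD8+ T cells, MACS-purified | Read-out: CD8+ gate FL2 mean fluorescence as % of same-row positive control | Signal: High-throughput flow cytometry with anti-B7-1 and anti-CD8 staining | Timing: Binding step 1.5 h, 37 °C, antibody labelling 20 min, ice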
# Lipid droplet: modulators of hepatic lipid droplet formation | AML12 mouse hepatocytes, oleate lipid droplets, BODIPY imaging | inhibition, % at 6.5 µM | 0.4% of 240,000 active | AID 1656;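 active means lipid droplet intensity inhibited by at least 50%, with more than 500 cells counted; inconclusive means wells with under 300 cells, treated as cytotoxic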
#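 Assay system: AML12 hepatocytes (mouse); Probe or stimulus: oleic acid at 100 µM to induce lipid droplet formation; Dosing: compound at 6.5 µM only; Schedule: compound with oleate, overnight; Detection: fluorescence imaging, 20x objective, two fields per well; Measure: % inhibition of lipid droplet signal.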
# Lipid droplet cells 6.5 µM: recorded beside Lipid droplet, whose call it bears; cell count; measured here: cell count, cytotoxicity flag;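 cells counted across two imaged fields per well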
# T cell modulator vesicle-bound %: also measured in T cell modulator; calls as there; double positive events, %; measured here: CD8+ vesicle-bound cell fraction;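 binding gate set so that unloaded-vesicle control wells show 10% double positive cells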
# NTR1 ag cell count 20 µM: second read-out of NTR1 ag, no call of its own (marks repeat the call); cell count; measured here: cell count, cytotoxicity flag
# Starred values were filed as active, the others as inactive; i = inactive; ? = inconclusive; . = no result given.
SMILES,LYP inhibition,NTR1 ag,NTR1 ag cell count 20 µM,Rac1 GTP hydrolysis,GPR55 LPI antagonism,GPR55 beta-arrestin,GPR35 arrestin U2OS,Large T inhibition,T cell modulator,T cell modulator vesicle-bound %,Lipid droplet,Lipid droplet cells 6.5 µM
O=C(Nc1cccc(NC(=O)c2ccc(Cl)cc2Cl)c1)c1cccnc1,-6%,-0.9,50,7%,-1%,-0.1%,6%,7%,i,30,-8,786
COc1ccc(C(=O)NCCc2c[nH]c3ccccc23)cc1S(=O)(=O)N1CCOCC1,-10%,0.0,55,8%,0%,0.1%,-4%,1%,i,56,.,.
Cc1cn2c(N)c(/C=C3\C=Nc4ccccc43)c(=O)nc2s1,-6%,0.8,51,14%,-2%,-0.2%,12%,12%,i,29,0,729
O=C(N/N=C/c1ccccn1)c1ccccc1,3%,-1.2,39,5%,8%,0.2%,7%,14%,i,57,4,680
Nc1cc(C(=O)O)c(N)c2c1C(=O)c1ccccc1C2=O,-2%,0.9,54,?,-9%,-0.1%,-13%,22µM*,i,43,0,671
Cc1nc2c3cc(Cl)ccc3n(CCN3CCOCC3)c2s1,-12%,0.4,43,16%,-15%,-0.2%,-10%,10%,i,25,-11,777
Cc1ccc(S(=O)(=O)/C(C#N)=C/c2c(N3CCC(C(N)=O)CC3)nc3ccccn3c2=O)cc1,-2%,-1.4,66,4%,8%,0.0%,-11%,15%,i,48,-2,746
CCCCn1c(NS(=O)(=O)c2ccccc2)c(S(=O)(=O)c2ccc(C)cc2)c2nc3ccccc3nc21,-4%,.,.,-14%,2%,-0.5%,-25%,12%,i,43,18,623
O=C(NNC1=NCCC1)C1CC1,3%,1.5,41,7%,14%,-0.6%,8%,5%,i,17,-1,712
Cc1cc(-c2[nH]nc3c2C(c2ccsc2)C(C#N)=C(N)O3)c(C)s1 (stereo not given),-1%,12,44,-1%,4%,-0.1%,-10%,48%,i,30,-15,697
CC(O)C(=O)N/N=C/c1cccc(Cl)c1Cl (stereo not given),-10%,-0.9,96,5%,-19%,0.4%,19%,3%,i,35,9,664
COc1ccc(C(=O)Oc2cccnc2)cc1OC,-5%,2.6,88,7%,-9%,0.2%,-2%,9%,i,24,10,747
CCCCCC(=O)Nc1c(-c2cccs2)c(=O)c2ccccc2n1C,-2%,-0.6,67,5%,-1%,-0.1%,4%,4%,i,35,.,.
CCOC(=O)c1ccc(N2C(=O)c3n[nH]c(-c4ccco4)c3C2c2cccc([N+](=O)[O-])c2)cc1 (stereo not given),8%,31,43,11%,36%,1.4%,-22%,13%,i,45,48,696
Cc1cc2nccc(-c3ccc(Cl)cc3Cl)n2n1,-7%,1.7,100,6%,12%,-0.1%,-4%,7%,i,14,1,757
CCOc1ccccc1OCc1nn2c(COc3ccccc3)nnc2s1,1%,0.8,57,23%,5%,0.7%,3%,5%,i,17,0,587
COc1ccc(-c2nc(CS(=O)CC(=O)NC3CCCCC3)c(C)o2)cc1OC (stereo not given),-9%,0.3,58,-15%,6%,-0.2%,-13%,12%,i,2,-2,706
Cc1noc(C)c1COc1cccc(C(=O)OCCOc2ccc(F)cc2)c1,-4%,4.5,44,5%,6%,-0.2%,0%,15%,i,15,.,.
CC(C)c1ccc(OCC(=O)N(Cc2ccccc2)c2ccccn2)cc1,2%,-1.1,86,-7%,7%,0.1%,8%,20%,i,57,-16,652
CCn1c(C)nc2c(=O)oc3ccccc3c21,-1%,-0.8,58,0%,5%,0.1%,-3%,0%,i,12,8,808
COc1cc2c(C(=O)NCCCN3CC(C)CC(C)C3)cn(CC(C)C)c(=O)c2cc1OC (stereo not given),-7%,-1.5,105,12%,29%,0.3%,-5%,2%,i,28,.,.
O=C(Nc1ccc(Cl)cn1)c1ccc(Br)c(S(=O)(=O)N2CCCCC2)c1,5%,0.0,101,3%,-11%,-0.1%,18%,1%,i,36,-7,576
Fc1cccc(Cl)c1CNCc1cccnc1,-10%,1.1,64,4%,-7%,-0.3%,11%,3%,i,43,3,829
CCc1nnc(NC(=O)c2cnccn2)s1,-9%,-1.0,53,8%,2%,0.0%,16%,2%,i,8,10,767
COc1cc(S(=O)(=O)NC2CCCCC2)ccc1Cl,-1%,-1.0,70,5%,1%,-0.4%,-7%,0%,i,22,-58,690
O=C(NC1CC1)C1CC(=O)N(c2cccc(Cl)c2Cl)C1 (stereo not given),-10%,0.8,78,5%,11%,0.3%,14%,7%,i,61,33,727
CCOC(=O)Nc1sc2c(c1C#N)CCC(C)C2 (stereo not given),2%,1.5,40,7%,1%,-0.3%,-5%,2%,i,33,-8,750
C/C(=N\Nc1nccnc1Cl)c1ccc(Br)cc1,-9%,2.4,58,10%,12%,0.3%,-3%,9%,i,59,-2,809
O=C(NCc1ccccc1Cl)C1CCC(=O)N(C2CC2)C1 (stereo not given),-7%,0.0,61,8%,7%,-0.1%,0%,9%,i,39,10,676
Clc1cccc(Cl)c1C[n+]1cccc2ccccc21,.,0.2,52,9%,.,.,.,8%,i,43,.,.
CCN1C(=O)[C@H]2[C@@H](c3ccc(C)cc3)N3C(=O)N(c4cccc(Br)c4)C(=O)[C@@]3(CC(C)C)[C@H]2C1=O,.,0.9,88,-7%,.,.,.,14%,i,33,.,.
O=C(CC1C(=O)NCCN1Cc1ccccc1C(F)(F)F)NC1CCC1 (stereo not given),-8%,0.5,43,5%,-6%,-0.1%,1%,11%,i,30,23,773
Cn1c(=O)c2c(ncn2CC(=O)OCC(=O)NC(c2ccccc2)c2ccccc2)n(C)c1=O,-9%,1.8,85,9%,15%,-0.2%,-6%,6%,i,34,-3,728
CCOC(=O)N1CCN(C(=O)C2CCCN(S(=O)(=O)c3c(C)cc(C)cc3C)C2)CC1 (stereo not given),-6%,0.8,60,4%,-1%,-0.2%,-14%,14%,i,5,-38,769
COc1c(O)cccc1[C@H](O)C1CCN(CCc2ccc(F)cc2)CC1,.,-6.0,63,6%,.,.,.,9%,i,34,.,.
CCc1c(C)nc2ncnn2c1N1CCCC(C(=O)Nc2cc(F)ccc2C)C1 (stereo not given),1%,1.3,71,5%,-4%,0.0%,-9%,60%,i,42,-5,743
O=C(Nc1cccc2cccnc12)c1ccc(Br)o1,4%,2.9,83,4%,8%,-0.2%,3%,16%,i,58,19,698
CCCCC(=O)N/N=C(/C)C1=C(C)C(C)(C)OC1=O,-1%,0.3,39,3%,-5%,0.3%,-6%,6%,i,40,7,711
CCn1c2ccccc2c2cc(NC(=O)CNC)ccc21,-5%,2.7,60,100µM*,11%,-0.1%,18%,17%,i,27,-6,715
Cc1ccc(C(=O)C(C)OC(=O)Cn2[nH]c(=O)c3ccccc3c2=O)cc1 (stereo not given),-8%,-1.1,65,5%,8%,0.0%,10%,1%,i,9,0,879
CCn1c(COc2cccc3ccccc23)nnc1SCC(N)=O,-6%,-2.4,90,8%,5%,-0.1%,2%,-4%,i,49,9,702
CC(=O)Nc1cc2nn(-c3ccccc3)nc2cc1C,-2%,0.1,80,15%,4%,-0.1%,6%,9%,i,49,-1,812
COC(=O)c1c(C)nc(C)c(C(=O)OC)c1-c1cccs1,-12%,3.7,53,3%,2%,-0.2%,-1%,13%,i,23,-1,673

# Just NTR1 ag cell count 20 µM and Large T inhibition, for four of the compounds above:
SMILES | NTR1 ag cell count 20 µM | Large T inhibition
CCc1c(C)nc2ncnn2c1N1CCCC(C(=O)Nc2cc(F)ccc2C)C1 (stereo not given) | 71 | 60%
Cc1cc(-c2[nH]nc3c2C(c2ccsc2)C(C#N)=C(N)O3)c(C)s1 (stereo not given) | 44 | 48%
C/C(=N\Nc1nccnc1Cl)c1ccc(Br)cc1 | 58 | 9%
COc1cc2c(C(=O)NCCCN3CC(C)CC(C)C3)cn(CC(C)C)c(=O)c2cc1OC (stereo not given) | 105 | 2%

# Ordered by SMILES length (low to high): part of the list above
SMILES,LYP inhibition,NTR1 ag,NTR1 ag cell count 20 µM,Rac1 GTP hydrolysis,GPR55 LPI antagonism,GPR55 beta-arrestin,GPR35 arrestin U2OS,Large T inhibition,T cell modulator,T cell modulator vesicle-bound %,Lipid droplet,Lipid droplet cells 6.5 µM
CCOC(=O)Nc1sc2c(c1C#N)CCC(C)C2 (stereo not given),2%,1.5,40,7%,1%,-0.3%,-5%,2%,i,33,-8,750
CCn1c(COc2cccc3ccccc23)nnc1SCC(N)=O,-6%,-2.4,90,8%,5%,-0.1%,2%,-4%,i,49,9,702
O=C(NCc1ccccc1Cl)C1CCC(=O)N(C2CC2)C1 (stereo not given),-7%,0.0,61,8%,7%,-0.1%,0%,9%,i,39,10,676
